Compound activity (PubChem)
Shn3 3UTR inh: inhibitors of Schnurri-3 3'UTR reporter in osteoblasts | Clone20 osteoblast Shn3 3'UTR firefly luciferase, 24 h | inhibition, % at 12.5 µM | 0.52% of 360,000 active | AID 588674;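 active = mean inhibition of at least 75% with every replicate also reaching 75%; inconclusive = mean inhibition at least 75% but some replicate below; inactive = mean inhibition below 75%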;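 note: 0% = median of neutral control wells and 100% = pilot-screen positive control compound; some compounds past the cut are filed as inactive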
NCOA1 inh: inhibitors of human steroid receptor coactivator 1 (SRC1); 0.12% of 360,000 active; HEK293 GAL4-SRC1 luciferase reporter, luminescence; inhibition, % at 3.6 µM;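 active = inhibition above the campaign mean plus 3 SD, with each screening campaign given its own cutoff, cut at about 60% in these data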;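 note: 0% = DMSO treated cells and 100% = gossypol at 36 µM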
C8 TRAIL sens: sensitizes caspase-8 expressing cells to TRAIL | NB7+C8 cells + TRAIL, ATPlite viability luminescence | inhibition (viability loss, TRAIL sensitization), % at 10 µM | AID 624354 | 1% of 360,000 active;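 active = compounds causing at least 50% loss of cell viability in the single-dose screen, relative to plate controls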
LRH-1 inv ag: inverse agonists of human LRH-1 (NR5A2) | HEK293T StAR-luciferase reporter, LRH-1 transfected, 24 h | inhibition, % at 3.6 µM | 0.13% of 360,000 active;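 active = inhibition above the mean inhibition of all tested compounds plus 3 SD, cut at about 73% in these data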;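 note: 0% = DMSO wells and 100% = reporter-only cells lacking LRH-1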
Target sequence (O00482 whole entry, looked up): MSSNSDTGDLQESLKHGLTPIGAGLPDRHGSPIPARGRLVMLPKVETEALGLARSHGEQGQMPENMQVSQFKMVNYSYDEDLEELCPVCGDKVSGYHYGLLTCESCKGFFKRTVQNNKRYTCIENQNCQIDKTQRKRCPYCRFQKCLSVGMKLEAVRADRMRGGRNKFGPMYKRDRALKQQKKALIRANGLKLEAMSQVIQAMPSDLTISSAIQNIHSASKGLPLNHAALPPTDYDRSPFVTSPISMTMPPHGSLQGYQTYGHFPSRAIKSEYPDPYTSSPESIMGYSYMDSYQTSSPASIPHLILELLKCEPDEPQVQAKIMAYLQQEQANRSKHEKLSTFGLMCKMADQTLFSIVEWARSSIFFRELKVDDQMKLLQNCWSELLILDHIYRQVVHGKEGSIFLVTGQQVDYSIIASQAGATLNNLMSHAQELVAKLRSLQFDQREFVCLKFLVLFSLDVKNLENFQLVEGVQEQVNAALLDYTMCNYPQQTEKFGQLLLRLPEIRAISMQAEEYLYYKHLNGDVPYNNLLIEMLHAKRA
COUP-TFII inh: blocks human COUP-TFII nuclear receptor | P24468 | 0.7% of 370,000 active | HEK293T NGFI-A luciferase reporter, luminescence | inhibition, % at 8.6 µM;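 active = inhibition above a per-plate cutoff, mean inhibition of test wells between control levels plus 3 SD, cut at about 38% in these data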;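 note: cells cotransfected with COUP-TFII expression vector driving the NGFI-A reporter; 0% = median of COUP-TF2 test wells and 100% = reporter-only cells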
Target sequence (P24468 whole entry, looked up): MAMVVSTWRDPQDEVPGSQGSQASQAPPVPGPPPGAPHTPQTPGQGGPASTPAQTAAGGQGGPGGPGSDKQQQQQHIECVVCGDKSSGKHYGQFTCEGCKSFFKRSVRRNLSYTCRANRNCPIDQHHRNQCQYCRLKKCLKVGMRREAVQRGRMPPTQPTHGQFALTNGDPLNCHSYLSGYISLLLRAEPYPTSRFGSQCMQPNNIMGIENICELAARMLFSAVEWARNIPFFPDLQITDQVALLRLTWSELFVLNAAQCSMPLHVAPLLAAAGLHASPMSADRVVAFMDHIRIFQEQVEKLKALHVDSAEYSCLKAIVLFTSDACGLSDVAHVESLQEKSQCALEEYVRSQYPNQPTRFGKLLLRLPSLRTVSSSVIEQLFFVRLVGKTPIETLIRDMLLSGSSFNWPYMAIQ
KKLEB tox: CF airway cell cytotoxicity counter-screen | KKLEB CF airway cells viability, ATPlite luminescence, overnight; active compounds read low; cells stimulated with P. aeruginosa culture filtrate | activity change (cytotoxicity), % at 5 µM | 0.36% of 360,000 active;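 active = corrected activity change at or below -50% at 5 µM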
LMP1 NFkB inh: reduces LMP1-driven NF-kappaB luciferase signal; LMP1-induced NF-kappaB luciferase reporter cells, luminescence; inhibition, % at 12.5 µM; 0.69% of 350,000 active; in the data active = inhibition above about 41%; inconclusive = no clear call, values can overlap the other calls;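 note: 0% = neutral control wells and 100% = reference inhibitor control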
CF NFkB inh: blocks PAF-induced NF-kB reporter in cystic fibrosis cells | KKLEB NF-kB-GFP reporter, GFP fluorescence overnight | inhibition, % at 5 µM | 0.86% of 360,000 active | AID 588850;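 active = at least 50% inhibition at 5 µM, scaled per plate between neutral and stimulator controls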;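 note: PAF is a Pseudomonas aeruginosa culture filtrate used as stimulus; plate controls were PAF-stimulated DMSO wells for no effect and unstimulated DMSO wells for full effect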
TROY signal inh: TROY signaling inhibition. Q293 LMP1-TROYcd NF-kB luciferase reporter, 4 h. 0.98% of 360,000 active. AID 1347056. inhibition, % at 10 µM;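 active = compounds whose plate-normalised and pattern-corrected inhibition of the luciferase reporter signal at the single screening dose is 50% or more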
SRC3 inh: human NCOA3 inhibition | Q9Y6Q9 | HEK293 GAL4-SRC3 luciferase reporter, luminescence | inhibition, % at 3.6 µM | 0.17% of 360,000 active | AID 588352;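 active = inhibition above a per-campaign cutoff, the mean of all compounds plus 3 SD, cut at about 60% in these data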;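 note: 0% = DMSO-treated cells and 100% = gossypol-treated cells at 36 µM; higher means less SRC3-driven luciferase light from the GAL4 reporter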
TWEAK-Fn14 inh: inhibitors of TWEAK-Fn14 interaction signaling; TWEAK-stimulated Fn14 reporter cells, luciferase luminescence, 8 h; inhibition, % at 10 µM; 2% of 360,000 active; AID 1159606; in the data active = inhibition above about 50%
Numbers without * were called inactive; ? = inconclusive; · = not tested or not shown. An excerpt; rates above refer to the full screens.

cpd	molecule	Shn3 3UTR inh	NCOA1 inh	C8 TRAIL sens	LRH-1 inv ag	COUP-TFII inh	KKLEB tox	LMP1 NFkB inh	CF NFkB inh	TROY signal inh	SRC3 inh	TWEAK-Fn14 inh
1	Cc1ccc(Cl)cc1NC(=S)N(Cc1cccs1)C1CCCC1	-4	-6	-18	5	16	-8	5	4	3	15	-11
2	COc1ccc(-c2cc(-c3nnc(COC(=O)CC4CCCC4)o3)c3ccccc3n2)cc1OC	5	-2	8	8	3	-3	6	-17	-9	10	-11
3	CN(C)Cc1nc2ccccc2c(=O)n1CC(=O)Nc1cccc(S(=O)(=O)N2CCOCC2)c1	-14	3	18	7	-11	8	5	4	-15	-3	23
4	C/C(=N\Nc1nc2ccccc2[nH]1)c1ccc([N+](=O)[O-])cc1	9	9	13	7	14	-11	1	9	-2	4	-19
5	CN(CC(=O)Nc1ccc(N2CCOCC2)cc1)C(=O)Cc1ccccc1	0	-8	-20	-13	11	1	-5	-4	1	-18	-10
6	COc1cc(OC)cc(C(=O)NNC(=O)c2ccc(S(=O)(=O)N(C)c3ccccc3OC)cc2)c1	6	-7	-10	0	-3	-2	0	-1	11	-1	18
7	Cc1ccc(-c2nc(CS(=O)CC(=O)NC3CCCCC3)c(C)o2)cc1 (stereo unspecified)	4	14	-7	-10	3	1	-1	7	-7	-6	10
8	CCCC(=O)Nc1ccccc1-c1nnc(SC)[nH]c1=O	2	-4	-8	5	14	1	-15	4	2	8	2
9	O=C(NCCOc1ccccc1)c1cc2ccccc2o1	-85	-101	-2	-145	-44	2	-20	-2	-18	-95	15
10	COc1cc(OC)c(C=NNC(=S)NC23CC4CC(CC(C4)C2)C3)c(OC)c1	78	1	7	-24	9	-4	-3	-3	15	-13	17

Additional compounds.
cpd	molecule	Shn3 3UTR inh	NCOA1 inh	C8 TRAIL sens	LRH-1 inv ag	COUP-TFII inh	KKLEB tox	LMP1 NFkB inh	CF NFkB inh	TROY signal inh	SRC3 inh	TWEAK-Fn14 inh
11	CCOc1ccc(N2C(=O)CN(CC(=O)OC)C2=S)cc1	-6	-39	3	-1	6	3	-8	8	21	16	-8
12	O=C(CN1N=C(c2ccc(Cl)cc2)CCC1=O)NCCN1CCc2ccccc2C1	-13	5	-4	-5	17	-45	4	20	1	-4	6
13	Cc1ccc(OCCC(=O)OCC(=O)Nc2ccc3c(c2)OCO3)cc1	3	-3	-3	4	-19	5	-5	8	7	14	-5
14	O[C@@H]1CN(CC2CCCCC2)[C@@H](c2ccccc2)C[C@H]1n1cc(C2CC2)nn1	6	6	5	10	11	-2	-4	10	-3	0	4
15	CC(C)=Cc1oc2ccc([N+](=O)[O-])cc2c1N1CC(C)OC(C)C1 (stereo unspecified)	10	-15	2	3	10	2	-4	0	-10	5	-4
16	Cc1cc(C(=O)COC(=O)c2ccc3c(c2)NC(=O)CS3)c(C)n1CC1CCCO1 (stereo unspecified)	25	-20	17	-15	15	3	10	-2	11	-29	1
17	COc1ccc(C(=O)OCC(=O)Nc2cccc(C(C)=O)c2)cc1OC	2	9	-12	5	-10	-1	-2	-4	10	2	11
18	O=[N+]([O-])c1ccc(Cl)c(NC(=S)N2CCCC2)c1	-55	-21	-9	-27	-9	-14	-2	-8	-34	-25	-17
19	O=C(Cc1cccs1)NCc1cccc(Cl)c1	-95	-49	-7	-70	-41	5	-10	-3	-49	-39	5
20	COc1ccc(-c2sc(Nc3ccc(F)c(F)c3F)nc2CCC(=O)NN)cc1	-30	-8	-13	13	-3	8	-11	-34	32	-10	-17

Next part.
cpd	molecule	Shn3 3UTR inh	NCOA1 inh	C8 TRAIL sens	LRH-1 inv ag	COUP-TFII inh	KKLEB tox	LMP1 NFkB inh	CF NFkB inh	TROY signal inh	SRC3 inh	TWEAK-Fn14 inh
21	COc1ccc(S(=O)(=O)N2CCN(CCC(=O)Nc3ccccc3F)CC2)cc1	34	-10	-13	15	2	-3	-10	0	4	-22	-9
22	Cc1ccc(Cn2ccc(NC(=O)c3cc(C)on3)n2)cc1	-44	-40	-1	-42	-34	12	-13	-20	-77	-39	-15
23	CC(=O)c1cccc(-c2ccnc3c2CC(C(=O)NCc2ccc(F)c(F)c2)O3)c1 (stereo unspecified)	20	2	12	-12	-26	-7	·	18	22	13	33
24	O=C(CN1C(=O)NC2(CCOc3ccccc32)C1=O)Nc1ccc2c(c1)OCCO2 (stereo unspecified)	-10	-29	-12	2	2	-2	-7	0	4	7	7
25	COc1cc(C2Nc3ccccc3C(=O)N2c2ccccc2OC)ccc1O (stereo unspecified)	0	-17	3	-18	-3	-1	-10	-2	1	-1	1
26	Cc1cccc(NC(=O)Cn2cnc3c(oc4ccccc43)c2=O)c1	-5	-8	-5	14	4	-6	5	13	6	-5	6
27	CN1CCCC1(C)C(=O)Nc1ccc(-n2cccc2)cc1 (stereo unspecified)	-15	-49	0	-50	-22	-1	·	2	-29	0	4
28	CCOc1ccccc1OCC(=O)Nc1ccc(S(=O)(=O)N(C)C)cc1	13	16	-11	12	-16	-6	-9	-1	-1	-4	0
29	Cc1nn(C)cc1C(=O)NNC(=S)Nc1ccc(Cl)cc1	-3	-45	-19	-34	19	-2	-4	-2	-29	-20	2
30	Cc1ccc(N(CC(=O)Nc2ccc(-c3nc4ccc(C)cc4s3)cc2)S(C)(=O)=O)cc1	-85	-120	17	-169	-30	4	-31	-16	-27	-102	6

Numbers 21–22, quoted:
cpd	molecule	Shn3 3UTR inh	NCOA1 inh	C8 TRAIL sens	LRH-1 inv ag	COUP-TFII inh	KKLEB tox	LMP1 NFkB inh	CF NFkB inh	TROY signal inh	SRC3 inh	TWEAK-Fn14 inh
21	COc1ccc(S(=O)(=O)N2CCN(CCC(=O)Nc3ccccc3F)CC2)cc1	34	-10	-13	15	2	-3	-10	0	4	-22	-9
22	Cc1ccc(Cn2ccc(NC(=O)c3cc(C)on3)n2)cc1	-44	-40	-1	-42	-34	12	-13	-20	-77	-39	-15

(further entries)
cpd	molecule	Shn3 3UTR inh	NCOA1 inh	C8 TRAIL sens	LRH-1 inv ag	COUP-TFII inh	KKLEB tox	LMP1 NFkB inh	CF NFkB inh	TROY signal inh	SRC3 inh	TWEAK-Fn14 inh
31	Cc1cc(Cl)c(S(=O)(=O)NC(C(=O)O)C(C)C)cc1OCC(=O)NC1CCCCC1 (stereo unspecified)	18	6	3	-2	-13	-8	0	-2	-7	7	-1
32	NC(=O)c1cc(S(=O)(=O)N2CCOCC2)cs1	-12	-4	-5	11	4	-8	·	21	-15	-7	3
33	CCOc1ccc(CCNC(=O)COC(=O)/C=C/c2ccc(OC(F)F)c(OC)c2)cc1OCC	12	1	-9	53	5	-8	-4	7	2	-8	-3
34	C=CCN1c2ccccc2[C@]23C[C@@H](C(=O)OC)N(C(C)=O)C2=NC(C(=O)OC)=C(C(=O)OC)[C@H]13	-14	-6	-12	-24	-11	-4	10	7	22	0	-1
35	CCCCN1C(=O)C(=O)N(CC(=O)N2CCN(c3ccccc3)CC2)C1=O	-2	-7	-2	3	6	-3	-8	8	-23	2	-8
36	Cc1ccccc1-c1nnc(-c2ccc(Br)cc2)o1	-105	-41	7	-16	-20	-4	-11	-11	-62	-39	-4
37	CSc1nnc(SCC2=NNC(=O)SC2)s1	-11	-12	-13	-16	-16	13	-6	1	14	4	-11
38	COC(=O)C(Cc1c[nH]c2ccccc12)NC(=O)CNC(C)=O (stereo unspecified)	2	4	1	1	9	6	9	10	7	-8	11
39	CCCc1sc(N2CCCC(C(N)=O)C2)nc1-c1ccccc1 (stereo unspecified)	16	-7	12	-5	7	5	0	-2	-17	21	-5
40	COc1ccc(S(=O)(=O)N2CCCOC2CNC(=O)C(=O)NCc2ccccc2F)cc1C (stereo unspecified)	15	16	-6	1	15	-12	4	-16	-7	-1	0

(cont.)
cpd	molecule	Shn3 3UTR inh	NCOA1 inh	C8 TRAIL sens	LRH-1 inv ag	COUP-TFII inh	KKLEB tox	LMP1 NFkB inh	CF NFkB inh	TROY signal inh	SRC3 inh	TWEAK-Fn14 inh
41	O=C1Nc2ccccc2N(O)N1c1cc(-c2ccc(Cl)cc2)[nH]n1	-5	-1	0	-19	17	5	38	-9	-34	8	10
42	CCc1ccc(NC(=O)CSc2nnc(CNC(=O)c3c(F)cccc3Cl)o2)cc1	9	-24	1	21	-27	1	-15	-18	-17	-13	15
43	Cc1nc2sc(C(c3cccs3)N3CCC(C(N)=O)CC3)c(O)n2n1 (stereo unspecified)	9	8	-19	13	-77	7	-11	0	6	-3	-2
44	CC(C)(C)c1nc(SCC(=O)NCc2cccs2)c2ccccc2n1	-1	-34	-5	-9	0	13	4	-16	-3	17	-9
45	CC(=O)Nc1ccc(OCC(O)CN2C(C)(C)CC(O)CC2(C)C)cc1 (stereo unspecified)	-17	9	-3	-1	-2	-6	6	7	-15	12	2
46	Cc1cc(/C=C2/SC(=S)N(c3cccc(C(F)(F)F)c3)C2=O)c(C)n1-c1cccnc1	?	17	19	34	·	-10	4	-4	33	16	36
47	COc1cc(C)ccc1OCCCOc1ccccc1Br	-42	-37	4	-70	-34	-14	-9	8	-81	-26	-60
48	Cc1cc(C)c(NC(=O)COC(=O)C2CCC(=O)N2)c(C)c1 (stereo unspecified)	6	-6	-6	14	9	3	-3	-7	4	-3	12
49	O=[N+]([O-])c1ccc(S(=O)(=O)NCC(c2ccco2)N2CCc3ccccc3C2)cc1 (stereo unspecified)	-15	-40	15	-14	9	11	-9	7	12	1	4
50	CC(C)[C@H](NC(=O)C1CCN(S(=O)(=O)c2ccccc2)CC1)C(=O)NCc1ccccn1	-9	1	-7	8	-9	0	-3	-6	-1	-8	18
51	CCCc1nc2ccc(C(=O)OC)cn2c1Cc1ccc(C)cc1	-24	-21	-2	-5	-2	-15	·	-17	-8	4	14
52	O=C(Cc1ccc(-n2c(=O)c3ccccc3n(CC(=O)Nc3ccc(F)cc3F)c2=O)cc1)NCc1ccco1	12	0	0	2	20	0	9	3	-9	6	0
53	COc1cccc(OCC(=O)N2CCC3(CC2)CC(=O)c2ccccc2O3)c1	3	5	-2	-22	4	-7	-2	12	12	-8	-10

Single records (already shown). Screens in order: Shn3 3UTR inh	NCOA1 inh	C8 TRAIL sens	LRH-1 inv ag	COUP-TFII inh	KKLEB tox	LMP1 NFkB inh	CF NFkB inh	TROY signal inh	SRC3 inh	TWEAK-Fn14 inh
Profile of `CCc1ccc(NC(=O)CSc2nnc(CNC(=O)c3c(F)cccc3Cl)o2)cc1` = 9	-24	1	21	-27	1	-15	-18	-17	-13	15
Profile of `CC(=O)Nc1ccc(OCC(O)CN2C(C)(C)CC(O)CC2(C)C)cc1` (stereo unspecified) = -17	9	-3	-1	-2	-6	6	7	-15	12	2
Profile of `COc1cccc(OCC(=O)N2CCC3(CC2)CC(=O)c2ccccc2O3)c1` = 3	5	-2	-22	4	-7	-2	12	12	-8	-10
Profile of `Cc1cc(C)c(NC(=O)COC(=O)C2CCC(=O)N2)c(C)c1` (stereo unspecified) = 6	-6	-6	14	9	3	-3	-7	4	-3	12
Profile of `O=[N+]([O-])c1ccc(S(=O)(=O)NCC(c2ccco2)N2CCc3ccccc3C2)cc1` (stereo unspecified) = -15	-40	15	-14	9	11	-9	7	12	1	4
